High-throughput results (PubChem)
TRb SRC2 PPI: disrupts binding of human TR beta to SRC2 | P10828 | TRbeta-SRC2 peptide binding, fluorescence polarization; receptor liganded with 1 µM T3 | Potency, µM (top dose mostly 106 µM), without a hit: at the top dose activity change, negative = inhibition, actives largely listed as inhibitors | actives 0.065% (n = 280,000) | AID 1469;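 note: plate controls were bound peptide for no effect and peptide without receptor for full effect; nearly all actives have a fitted effect of over 50% in size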
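Polarization signal, normalized between peptide-alone and full complex controls, measured compound effects on T3-liganded human TRb LBD (0.6 uM) binding 20 nM Texas Red SRC2 peptide after 5 hr.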
RECQ1 inh: RECQ1 (human) helicase inhibition. AID 2549. RECQ1 DNA unwinding, red fluorescence kinetic read. Potency, µM (doses to about 57.3 µM), without a hit: at the highest dose activity, negative = inhibition, most hits filed as inhibitors. actives 0.54% (n = 240,000). P46063;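 note: plate controls were vehicle for no effect and no enzyme for full effect; nearly all actives have a fitted effect of over 30% in size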
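RECQ1T1 50 nM; forked duplex (20 bp + 30-nt ss tails) 200 nM, ATP 2 mM final; pH 8.0, 2 mM MgCl2, 2.5 ug/ml poly(dI-dC); 15 min compound preincubation; discontinuous kinetic read over 2 h at RT.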
GAA inhib: alpha-glucosidase (human) inhibition; P10253; purified human GAA, 4-MU-alpha-glucoside fluorescence; Potency, µM (highest dose often 76.9 µM), for inactives: at the top dose activity change, negative = inhibition, most hits filed as inhibitors; actives 0.005% (n = 200,000); AID 1466;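 note: plate controls were uninhibited enzyme wells for no effect and no-enzyme background for full effect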
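Compounds are titrated up to 77 uM against 4 nM human enzyme. Substrate 4-methylumbelliferyl-alpha-D-pyranoside (400 uM) reacts 20 min at room temperature in pH 5.0 buffer; liberated 4-methylumbelliferone is read at 440 nm.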
RGS12 GoLoco inh: inhibitors of human Gai1-RGS12 GoLoco interaction (red fluorophore); AID 880; actives 0.44% (n = 230,000); P63096; Potency, µM (series often up to 61.6 µM), without a hit: at the top dose activity, negative = inhibition, usual class: inhibitors; Gai1:RGS12 GoLoco peptide FP, rhodamine, 10 min; active = well fitted inhibition curve with a large enough effect, not every such curve was filed as active; inactive = no such curve, though single readings can be large or run the other way; note: nearly all actives have a fitted effect of over 30% in size; many of its hits are not listed in these tables
L3MBTL1 block: inhibitors of human L3MBTL1; Q9Y468; AlphaScreen L3MBTL1–H3K9me1 peptide binding; Potency, µM (titrated, usually from 57.1 µM), without a hit: at the highest dose activity, negative = inhibition, actives largely listed as inhibitors; actives 0.66% (n = 230,000); note: nearly all actives have a fitted effect of over 60% in size
Target sequence (Q9Y468 whole entry, looked up): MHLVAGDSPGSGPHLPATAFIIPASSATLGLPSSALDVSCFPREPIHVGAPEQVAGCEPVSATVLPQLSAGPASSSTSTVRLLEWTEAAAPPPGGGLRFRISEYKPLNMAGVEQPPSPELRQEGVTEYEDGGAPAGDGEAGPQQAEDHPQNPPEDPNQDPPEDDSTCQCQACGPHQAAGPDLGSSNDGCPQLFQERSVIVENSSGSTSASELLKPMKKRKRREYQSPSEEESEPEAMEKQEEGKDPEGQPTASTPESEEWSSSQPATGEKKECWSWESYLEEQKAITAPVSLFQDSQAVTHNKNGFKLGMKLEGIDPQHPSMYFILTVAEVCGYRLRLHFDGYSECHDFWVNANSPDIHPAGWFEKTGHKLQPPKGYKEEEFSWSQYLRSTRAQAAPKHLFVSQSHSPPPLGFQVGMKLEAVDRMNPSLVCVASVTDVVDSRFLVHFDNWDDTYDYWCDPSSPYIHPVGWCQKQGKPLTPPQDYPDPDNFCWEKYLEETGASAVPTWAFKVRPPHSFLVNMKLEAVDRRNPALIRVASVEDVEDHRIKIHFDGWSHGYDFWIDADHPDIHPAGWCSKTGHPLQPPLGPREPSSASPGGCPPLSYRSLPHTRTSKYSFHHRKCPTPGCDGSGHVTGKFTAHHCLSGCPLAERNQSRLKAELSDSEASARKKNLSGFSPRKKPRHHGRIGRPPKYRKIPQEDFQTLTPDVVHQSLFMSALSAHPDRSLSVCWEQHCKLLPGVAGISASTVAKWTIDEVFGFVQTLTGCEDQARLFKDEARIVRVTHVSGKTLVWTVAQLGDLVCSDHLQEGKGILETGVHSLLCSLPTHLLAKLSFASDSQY
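First, the protein-peptide complex forms for 30 min at room temperature (L3MBTL1 50 nM, biotinylated H3K9me1 peptide 75 nM). Next, compounds are pin-transferred and incubated 30 min. Finally, AlphaScreen beads are added and read after 30 min.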
GAA spleen mod: inhibitors or activators of human alpha-glucosidase in spleen homogenate | P10253 | human spleen homogenate, 4-MU-alpha-glucoside fluorescence | Potency, µM (titrated, usually from 79.9 µM), for the others: top-dose activity change, negative = inhibition, usual class: inhibitors | actives 0.006% (n = 240,000);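 note: 0% = enzyme with vehicle and -100% = no enzyme basal signal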
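Human spleen homogenate (1 ug) incubated with compounds and 1 mM 4-methylumbelliferyl-alpha-D-glucopyranoside in pH 5.0 citrate/phosphate buffer, 37 C, 40 min. Stopped at pH 10; 4-MU fluorescence (Ex 365/Em 440 nm); AC50 by Hill fit.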
TexasRed fluor: alters Texas Red total fluorescence, flagging assay interference; TRb/SRC2 Texas Red total fluorescence interference; Potency, µM (doses to about 106 µM), inactives show top-dose fluorescence change, negative = quenching; actives 0.29% (n = 280,000); AID 1479; active = well fitted curve in either direction with a large enough effect; inconclusive = small, poorly fitted or top-dose-only effect
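Flags fluorescent or light-absorbing compounds by total fluorescence, S + 2P, at 555 nm excitation and 632 nm emission. Mixture: 20 nM Texas Red SRC2 peptide, 0.6 uM human TRb LBD, 1 uM T3, 5% DMSO; compound exposure 5 h at ambient temperature.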
GAA glycogen: inhibitors or activators of human alpha-glucosidase glycogen cleavage; actives 0.38% (n = 300,000); recombinant GAA, glycogen substrate, Amplex Red glucose oxidase fluorescence; Potency, µM (top dose mostly 76.4 µM), for the others: at the highest dose activity change, negative = inhibition, actives largely listed as inhibitors; P10253;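 note: 0% = full enzyme reaction and -100% = no-enzyme basal signal; the screen sought inhibitors and activators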
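Recombinant enzyme (4 nM final) with compounds titrated up to 77 uM and bovine liver glycogen (30 ug) in citrate pH 5.0, 0.01% Tween-20, 37 C 40 min. Released glucose detected by Amplex Red/glucose oxidase (Ex 573/Em 610); AC50 from Hill fits.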
* marks the source's active call; other numbers are inactive results; i = inactive; ? = inconclusive; nt = not tested or not shown; & = joins results of further samples; [ ] = remark or other dose. Unless noted, calls come from the whole dose curve; as a rule, active = well fitted curve in the direction sought with a large enough effect; inconclusive = small, poorly fitted or top-dose-only effect, or another doubt; inactive = no such curve, though single readings can be large; an effect the other way counts as inactive or inconclusive. Unless noted, % is set by controls: 0 for no effect and ±100 for the full control effect; potency is the fitted concentration of half-maximal effect. Some of the compounds tested; rates above refer to the full screens.

Molecule | TRb SRC2 PPI | RECQ1 inh | GAA inhib | RGS12 GoLoco inh | L3MBTL1 block | GAA spleen mod | TexasRed fluor | GAA glycogen
CCc1cc(C(=O)c2ccc(OC)cc2)c(NC(=O)CN2CCN(C)CC2)s1 | -2.2% | -14.3% | -18.9% | 14.6% | -6.6% | 5.3% | -3.6% | -11.6%
COc1ccc(-c2nnc(SCC(=O)N3CCCCC3)o2)cc1OC | -11.8% | 2.3% | 1.6% | -5.3% | -0.5% | 4.3% | -2.2% | 2.8%
CC(=O)c1cccc(CN2CCC(CO)(Cc3ccccc3)CC2)c1 | -2.7% | -12.1% | nt | 1.7% | 2.8% | -3.2% | -0.1% | -10.4%
COCCNc1nc(-c2cc(-c3ccc(Cl)cc3)on2)cc(C(C)C)n1 | 3.5% | i | nt | 1.4% | nt | 7.6% | 0.3% | -6.2%
Cc1ccccc1NC(=O)C1CCCN(S(=O)(=O)c2c(C)noc2C)C1 (centres undefined) | -2.6% | i | -4.9% | 8.2% | 4.8% | 3.3% | 0.7% | 2.6%
NC(=O)COC(=O)c1ccccc1OCc1ccc(Cl)cc1 | 1.2% | i | 8.3% | 0.2% | 11.3% | 7.2% | 4.2% | -5.8%
COC(=O)CSc1nnc(CNS(=O)(=O)c2ccc(C)cc2)n1C | -1.4% | i | 7.0% | -2.7% | 36.2% | -6.2% | -3.9% | 8.4%
COc1ccc(C2CC(=O)OC3=C2C(=O)CC(C)(C)C3)c(OC)c1 (centres undefined) | 0.5% | -3.2% | 3.2% | -1.2% | -10.1% | -5.3% | -6.8% | ?
c1ccc(-n2cnc3cc(NCc4ccccn4)ccc32)cc1 | -3.3% | -10.9% | -0.2% | -13.2% | -25.1% | 2.3% | 1.3% | ?
O=C(N/N=C/c1cccc([N+](=O)[O-])c1)c1c[nH]c2ccccc12 | -4.0% | 10.6% | nt | -2.0% | -1.9% | -9.8% | -5.0% | 3.1%
Cc1nn(-c2ccccc2)c(N2CCCCC2)c1/C=N/NC(=O)c1ccncc1 | 6.1% | i | 5.6% | 13.5% | -13.4% | -3.5% | -2.2% | 20.3%
Cn1c(CCN2CCCCC2)nc2cc(NS(=O)(=O)c3ccc(Cl)cc3)ccc21 | ? | -6.9% | -9.6% | 11.3% | -13.4% | -0.6% | 4.4% | -3.7%
CCNC(=O)C1CC(=O)N(CCCc2ccccc2)C(=Nc2ccccc2)S1 (centres undefined) | 5.0% | -3.8% | nt | 0.2% | 0.4% | 6.2% | -2.0% | -3.7%
C/C(=N\S(=O)(=O)c1ccc(C)cc1)NC(=S)Nc1ccc(C)cc1 | -9.5% | 0.9% | 6.3% | -17.3% | 41.1%[activator] | 1.6% | -8.7% | 0.0%
CC(C)Sc1ncc(S(=O)(=O)c2ccccc2)c(=O)[nH]1 | -3.8% | 0.0% | -6.0% | 0.1% | 10.1% | 4.2% | -4.3% | -0.3%
CCOP1(=O)OCC2OC(n3cnc4c(N)ncnc43)C(O)C2O1 (centres undefined) | -0.1% | 9.4% | nt | -3.7% | nt | 4.8% | -2.4% | 7.0%
O=C(NN1C(=O)C2C(C1=O)C1C=CC2C12CC2)c1ccc(Cl)cc1 (centres undefined) | -7.5% | -2.8% | nt | 2.2% | 0.0% | -1.4% | -1.8% | 5.4%
CO/N=C(\C(=O)N[C@@H]1C(=O)N2C(C(=O)O)=C(COC(C)=O)CS[C@@H]12)c1csc(N)n1 | -0.5% | -1.9%[25.9 µM] | nt | 4.9%[21.6 µM] | nt | -2.8%[29.1 µM] | -0.9% | nt
CC[C@H](C)[C@H](NC(=O)[C@H](Cc1ccc(O)cc1)NC(=O)[C@H](Cc1cnc[nH]1)NC(=O)[C@H](CCCNC(=N)N)NC(=O)[C@H](CC(C)C)NC(=O)[C@H](C)NC(=O)[C@H](CO)NC(=O)[C@H](Cc1ccc(O)cc1)NC(=O)[C@H](Cc1ccc(O)cc1)NC(=O)[C@H](CCCNC(=N)N)NC(=O)[C@H](C)NC(=O)[C@H](CCSC)NC(=O)[C@H](CC(=O)O)NC(=O)[C@H](CCC(=O)O)NC(=O)[C@H](C)NC(=O)[C@@H]1CCCN1C(=O)[C@H](C)NC(=O)[C@H](CC(=O)O)NC(=O)[C@H](CCC(=O)O)NC(=O)CNC(=O)[C@@H]1CCCN1C(=O)[C@H](CC(N)=O)NC(=O)[C@H](CC(=O)O)NC(=O)[C@@H]1CCCN1C(=O)[C@H](CCCCN)NC(=O)[C@H](CO)NC(=O)[C@@H]1CCCN1C(=O)[C@@H](N)Cc1ccc(O)cc1)C(=O)N[C@@H](CC(N)=O)C(=O)N[C@@H](CC(C)C)C(=O)N[C@@H](CC(C)C)C(=O)N[C@H](C(=O)N[C@@H](CCCNC(=N)N)C(=O)N1CCC[C@H]1C(=O)N[C@@H](CCCNC(=N)N)C(=O)N[C@@H](Cc1ccc(O)cc1)C(N)=O)[C@@H](C)O | 5.7% | 10.8% | nt | nt | nt | 1.6% | 2.5% | nt
O=C1C2C3C=CC(C3)C2C(=O)N1CNc1ccc(O)cc1 (centres undefined) | 25.1µM* | ? | -10.1% | -33.7% | ? | -3.8% | -0.6% | -22.2%
COc1ccc(C2C(C(=O)NCc3ccccn3)CCC(=O)N2c2cc(OC)c(OC)c(OC)c2)cc1 (centres undefined) | 1.5% | -2.1% | -4.8% | 5.2% | nt | 4.5% | -2.3% | 2.7%
Cc1ccc(OCC(=O)NC2CCS(=O)(=O)C2)cc1 (centres undefined) | -5.1% | -1.9% | -2.8% | 0.9% | nt | 0.8% | 0.6% | -1.0%
O=C(Oc1ccc2c(c1)OCO2)c1cccs1 | 9.3% | i | 2.6% | -6.5% | nt | -10.5% | -2.8% | -1.8%
CCC(Cc1ccccc1)NC(=O)CCn1cccc1 (centres undefined) | 2.4% | -5.4% | -14.5% | 9.7% | nt | 6.7% | -2.0% | 4.5%
CC(C)(C)NC(=O)NC(=O)CN1CCN(c2ccccc2O)CC1 | -5.1% | -5.5% | 0.3% | 11.6% | -10.5% | nt | -2.3% | ?
O=C(CSc1nc2ccccc2c(=O)n1C1CC1)NCc1ccccc1 | 0.1% | i | -4.2% | 7.9% | 0.8% | 2.6% | -4.1% | 9.5%
COc1ccccc1CNC(=O)Cc1ccc(Br)cc1 | 13.2% | 2.7% | 1.6% | 17.0% | -14.0% | 0.0% | -0.3% | 6.7%
CC(=O)n1c(Cl)c(NC(=O)CCl)c2ccccc21 | -6.2% | i | 2.0% | -7.2% | nt | 6.2% | 0.3% | -2.1%
CC1CCCN(CC(O)COCc2ccc3c(c2)OCO3)C1 (centres undefined) | 3.3% | -7.1% | ? | -3.1% | 14.3% | nt | 0.2% | 0.3%
CCOC(=O)N1CCc2c(sc3c2c(=O)n(Cc2ccccc2)c(=O)n3Cc2ccc(C)cc2)C1 | -7.1%&-3.4% | 3.5% | -1.6% | 1.9% | 3.9% | 0.3% | -0.2%&-0.7% | 6.2%[76.3 µM]
CCCCN(C)C(=O)c1cc2c(s1)-c1ccccc1S(=O)(=O)C2 | -1.5% | i | nt | 5.3% | 7.7% | 3.5% | -2.6% | 7.0%
O=C(CN1CCN(Cc2ccccc2F)C1=O)NCc1cccnc1 | -7.8% | -0.8% | 4.3% | 6.8% | 4.2% | -1.3% | -1.7% | 0.1%
O=C1CCCN1CCCNc1ncnc2c1[nH]c1ccc(Cl)cc12 | -4.4% | -9.5% | -2.3% | 5.1% | -5.1% | -2.7% | -5.3% | -0.1%
CCOC(=O)CCc1c(C)nc2cc(-c3ccc(F)cc3)[nH]n2c1=O | -7.2% | -12.0% | -4.4% | 9.2% | nt | -11.4% | -2.6% | -3.4%
O=C(O)c1[nH]c2ccccc2c1-c1ccccc1 | -12.3% | -3.3% | 4.2% | -2.1% | nt | 5.6% | -2.2% | 6.3%
CC(C)(C)OC(=O)NS(=O)(=O)NCc1ccco1 | 6.0% | i | nt | nt | nt | -6.7% | -2.2% | nt
CCOC(=O)C1CCN(C(=O)c2ccco2)CC1 | 0.0% | i | -1.0% | 4.4% | -0.3% | -3.8% | 0.8% | 4.5%
COC(=O)c1ccc(CSc2nc3ccc(S(=O)(=O)N4CCOCC4)cc3[nH]2)cc1 | -1.2% | -8.0% | 1.1% | 17.2% | -13.3% | -2.4% | ? | -9.6%
CCN(CC)S(=O)(=O)c1ccc(C(=O)OCC(=O)NCCN2C(=O)CSC2=O)cc1 | -1.5% | -12.7% | -4.4% | 1.6% | 2.6% | 6.8% | -6.6% | 2.5%
Cn1c(Cn2c(=O)sc3ccccc32)nnc1SCC(=O)N1CCCC1 | -5.0% | -1.0% | 4.2% | -0.4% | 26.0% | -2.5% | -3.2% | 2.2%
O=C(NC1CCCCC1)C(=S)NCc1ccccc1 | 0.9% | i | 5.0% | -5.4% | 16.6% | 6.7% | -0.8% | -14.6%
NS(=O)(=O)c1ccc(NC(=S)NC(=O)c2cccc(Br)c2)cc1 | -10.7% | -1.0% | 1.6% | 6.7% | 9.3% | 4.8% | -0.8% | -0.7%

Of the compounds above, these have bromine:
Molecule | TRb SRC2 PPI | RECQ1 inh | GAA inhib | RGS12 GoLoco inh | L3MBTL1 block | GAA spleen mod | TexasRed fluor | GAA glycogen
COc1ccccc1CNC(=O)Cc1ccc(Br)cc1 | 13.2% | 2.7% | 1.6% | 17.0% | -14.0% | 0.0% | -0.3% | 6.7%
NS(=O)(=O)c1ccc(NC(=S)NC(=O)c2cccc(Br)c2)cc1 | -10.7% | -1.0% | 1.6% | 6.7% | 9.3% | 4.8% | -0.8% | -0.7%
